Bioassay records from PubChem BioAssay.
dFosB act = mouse delta FosB homodimer activation | P13346 | purified delta FosB, TAMRA-CDK5 oligo fluorescence polarization; percent of positive-control signal above neutral wells | activation, % at 25 µM | 340,000 compounds, 0.99% hits | AID 493131;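 active means mean activation above about 17%, with every replicate also reaching it, limit read from the data, passing the limit was not always enough; inconclusive means only one of the two conditions met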;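 further: fluorescence polarization rise as delta FosB binds a TAMRA Cdk5 AP-1 oligo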
Target sequence (P13346 whole entry, looked up): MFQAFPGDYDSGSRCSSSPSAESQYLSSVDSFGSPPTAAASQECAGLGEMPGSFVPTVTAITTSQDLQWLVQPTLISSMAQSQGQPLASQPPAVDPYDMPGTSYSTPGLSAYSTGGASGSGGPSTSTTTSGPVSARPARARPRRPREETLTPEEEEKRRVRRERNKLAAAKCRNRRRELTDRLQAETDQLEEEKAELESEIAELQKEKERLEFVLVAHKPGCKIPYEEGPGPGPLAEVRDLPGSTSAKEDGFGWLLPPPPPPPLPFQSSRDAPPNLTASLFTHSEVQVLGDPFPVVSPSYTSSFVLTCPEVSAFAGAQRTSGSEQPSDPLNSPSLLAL
Tat transport = E. coli Tat transport inhibition; E. coli MC4100 TorA-mCherry Tat export, fluorescence; inhibition, % at 10 µM; 340,000 compounds, 0.036% hits; AID 488895;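 active means mean replicate inhibition at least 50% and at least half of replicates individually reaching 50%; inconclusive means only one of the two criteria met; inactive means neither criterion met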;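 further: exported cargo escapes ClpAP degradation while cytoplasmic cargo is degraded and loses fluorescence; 0% = median of neutral control wells and 100% = median of NaSCN control wells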
cardiac RTF act = increases calcium sensitivity of human cardiac regulated thin filaments. activation, % at 7.2 µM. P19429+P45379. IANBD-labeled TnC RTF fluorescence at EC20 calcium; 0% EC20 calcium, 100% full calcium. 340,000 compounds, 0.24% hits;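 active means activation above the mean over all tested compounds plus 3 SD, cut at about 30% in these data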;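 further: rise in fluorescence read as greater calcium sensitivity of cardiac thin filaments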
CAL PDZ FP-1 = inhibitors of human CAL PDZ peptide binding. Q9HD26. purified CAL PDZ, TMR-peptide fluorescence polarization, 1 h. inhibition, % at 20 µM. 330,000 compounds, 0.02% hits. AID 504414;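 active means highest replicate inhibition of at least 40%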;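 further: plate controls were DMSO neutral control wells for no effect and unlabeled competitor peptide control wells for full effect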
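Test system: purified CerCALP PDZ construct; Compound dosing: one concentration, 20 µM compound; Also added: TMR-labelled reporter peptide T*-PRC34 bound in PDZ groove; Read-out: inhibition from polarization loss; Controls: unlabelled peptide and DMSO controls; Signal: FP readout, S and P plane fluorescence; Incubation: 1 h at RT.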
MITF act = MITF TRPM1 promoter activation in melanoma cells. activation, % at 12.5 µM. AID 588334. SK-MEL-5 TRPM1-promoter luciferase, 24 h; % of positive control, neutral wells = 0. 300,000 compounds, 0.75% hits;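 active means mean activation of at least 80% with every replicate also reaching 80%; inconclusive means mean reaches 80% but some replicate falls short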;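 further: 0% = neutral control wells and 100% = parthenolide positive control wells; values of inactives mirror those of a sister screen read the other way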
Wnt act = activators of Wnt/beta-catenin signaling. Wnt/beta-catenin reporter cell assay, activator, plate reader. activation, % at 9.35 µM. 300,000 compounds, 1.2% hits; in the data active means activation above about 30%, passing the limit was not always enough; inconclusive means no clear call, values can overlap the other calls;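 further: 0% = neutral control wells and 100% = positive control wells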
CDK5 p35 inh = blocks human CDK5/p35 kinase activity; Q00535+Q15078; Recombinant CDK5/p35, ADP-Glo luminescence, 60 min; inhibition, % at 10 µM; 330,000 compounds, 0.01% hits;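 active means highest replicate inhibition of at least 50% and at least 75% of replicates reaching 50%; inconclusive means only one of the two criteria met; inactive means both criteria failed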;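 further: plate controls were DMSO neutral control for no effect and GW8510 at 10 µM for full effect; many of its hits are not listed in these tables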
Target sequence (Q00535 whole entry, looked up): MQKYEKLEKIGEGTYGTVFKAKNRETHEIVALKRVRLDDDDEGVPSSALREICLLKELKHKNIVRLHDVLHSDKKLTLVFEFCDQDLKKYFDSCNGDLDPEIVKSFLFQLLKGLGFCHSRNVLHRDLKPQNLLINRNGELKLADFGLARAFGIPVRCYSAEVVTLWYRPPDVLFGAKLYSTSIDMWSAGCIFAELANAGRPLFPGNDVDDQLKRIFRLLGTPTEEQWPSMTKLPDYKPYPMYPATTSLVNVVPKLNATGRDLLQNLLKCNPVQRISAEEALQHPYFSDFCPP
Target sequence (Q15078 whole entry, looked up): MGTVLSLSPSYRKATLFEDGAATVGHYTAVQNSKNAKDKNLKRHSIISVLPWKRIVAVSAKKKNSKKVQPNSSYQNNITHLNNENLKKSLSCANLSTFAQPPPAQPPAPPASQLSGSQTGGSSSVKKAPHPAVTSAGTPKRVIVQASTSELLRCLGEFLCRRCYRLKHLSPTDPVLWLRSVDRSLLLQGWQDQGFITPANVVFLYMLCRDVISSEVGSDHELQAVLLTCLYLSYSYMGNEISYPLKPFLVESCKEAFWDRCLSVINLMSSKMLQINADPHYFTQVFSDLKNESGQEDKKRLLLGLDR
V-ATPase pH = regulators of yeast V-ATPase proton transport. S. cerevisiae, pHLuorin cytosolic pH fluorescence. response, % at 10 µM. 350,000 compounds, 0.37% hits. AID 504577; in the data active means response mostly above about 7.3%, no sharp cut-off; inactive means mostly below about 5.4%; further: actives read high; inactives centre near 0; some compounds called inactive have numbers as strong as hits
Rtt109 Vps75 = blocks Candida albicans Rtt109/Vps75 acetyltransferase activity; Q5AAJ8; purified Rtt109/Vps75, ThioGlo CoA-SH fluorescence, 4 h; inhibition, % at 34.9 µM; 330,000 compounds, 0.16% hits; AID 540336;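 active means inhibition of at least 50% in every replicate; inconclusive means best replicate reaches 50% inhibition but some replicates fall short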
CAL PDZ FP-2 = blocks peptide binding to the human CAL PDZ domain | inhibition, % at 24.9 µM | purified CAL PDZ, TMR-peptide fluorescence polarization, 1 h | 300,000 compounds, 0.92% hits | AID 602252;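 active means mean inhibition of at least 30% with at least half of replicates also reaching 30%; inconclusive means no clear call, values can overlap the other calls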;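 further: 0% = DMSO neutral control and 100% = excess unlabeled competitor peptide PRC23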
The depositor's hits bear a star; ? = inconclusive; nt = not tested or not shown; & = joins results of further samples. No enrichment for hits (roughly 4.1% active in at least one column).

SMILES	dFosB act	Tat transport	cardiac RTF act	CAL PDZ FP-1	MITF act	Wnt act	CDK5 p35 inh	V-ATPase pH	Rtt109 Vps75	CAL PDZ FP-2
Cc1ccc(CSc2nnc(CCNC(=O)OC(C)(C)C)o2)cc1	-3.3	4.5	-5.5	0.5	nt	0.5	-7.6	1.2	-6.3	nt
C=CCOc1c(Br)cc(CNn2c(C)n[nH]c2=S)cc1OCC	-2.4	5.9	3.3	nt	-5.8	-0.5	0.8	2.1	7.9	-2.1
CCOC(=O)c1[nH]c(C)c(C(=O)NC2CCN(C(=O)OCC)CC2)c1C	1.8	-8.6	-0.5	-1.7	-3.8	nt	1.9	1.1	-2.0	-1.4
O=C(Cc1cccc(NC(=O)C2CCN(C(=O)C3CC3)CC2)c1)Nc1cccc(C(=O)N2CCCCC2)c1	-11.5	-8.9	6.1	-1.5	-2.4	-1.7	-0.1	3.9	0.1	-1.1
Cc1ccc(C(=O)N(CN2CCCC2=O)c2ccccc2)cc1	0.0	1.3	-3.6	0.1	-19.7	0.1	0.0	-1.5	-14.8	-2.8
O=C(Cc1ccc([N+](=O)[O-])cc1)N1CCN=C1SCc1ccccc1	-14.7	-7.3	2.5	-3.0	-9.7	1.3	3.4	3.1	8.6	-3.1
COc1cc(/C=N/N2CCN(c3ccccc3)CC2)cc(OC)c1OC(C)=O	-3.4	3.6	-6.3	-0.5	9.4	0.5	-0.6	-3.6	4.7	3.1
O=C(Nc1nccs1)c1ccc(Cl)nc1	1.1	-0.6	2.5	-0.3	32.2	12.6	0.7	-3.2	4.2	-5.2
CSc1ccccc1C(=O)NC1CC2CCC1C2 (stereo unspecified)	-5.0	-0.4	2.7	-1.5	6.8	-0.2	-3.1	1.0	1.5	1.8
COc1cc(/C=N/NC(=O)c2nc(-c3ccccc3)n(-c3ccccc3)n2)ccc1O	-6.4	3.3	-4.2	-1.4	10.0	nt	-1.5	1.3	-3.1	-3.2
CCCOc1ccc(C(=O)CCNc2ccc(C)c(Cl)c2)cc1	7.5	1.7	1.8	0.2	4.4	nt	-0.1	2.4	6.9	-4.0
COc1ccc2nc(-n3c(O)c(C4=c5ccccc5=NC4=O)[nH]c3=S)sc2c1	-4.9	-1.1	-28.5	-1.8	-8.4	3.9	2.4	-7.9	nt	2.0
CCC(C)c1ccc(NC(=O)CC(C)=O)cc1 (stereo unspecified)	-7.6	-6.2	0.4	0.2	28.2	nt	3.7	8.5	-2.5	0.9
O=C(c1cc2ccccc2c(=O)o1)N1CCCc2ccccc21	-8.2	-5.6	1.2	0.5	4.5	nt	0.7	0.2	7.1	-2.3
O=C(CCN1C(=O)C2C3CCC(C3)C2C1=O)Nc1ccc(Cl)cc1Cl (stereo unspecified)	-4.3	2.4	-4.1	-2.4	10.3	0.4	-0.1	-1.0	-11.3	4.0
COc1cccc(CNC(=O)c2ccc(Cl)c(NC3=NC4CS(=O)(=O)CC4S3)c2)c1 (stereo unspecified)	-11.2	1.5	0.4	-3.0	1.1	-1.1	-1.5	-5.2	1.5	1.7
COc1cccc(-c2nc(CS(=O)(=O)c3ccccc3)no2)c1	-5.4	9.9	-1.9	nt	77.7	nt	-5.0	-0.6	8.6	4.4
COc1ccccc1NC(=O)c1cc2ccccc2o/c1=N\O	2.2	-9.7	7.2	-5.2	7.9	nt	-2.5	0.6	4.2	-5.7
COc1cccc(CNC(=O)CCC2CCCN(C(=O)c3cc4ccccc4o3)C2)c1 (stereo unspecified)	-6.6	-5.9	1.6	-0.4	83.9*	25.3	-1.2	1.6	-0.7	-4.7
COc1ccc2c(c1OC)C(=O)N1c3ccccc3C(=O)N(c3ccccc3)C21 (stereo unspecified)	1.9	-6.1	4.4	-1.2	1.3	nt	1.1	-1.0	18.7	1.7
COc1cc(C(=O)NC2CCN(C)CC2)ccc1Nc1ncc2c(n1)N(C1CCCCC1)CCC(=O)N2C	-20.1	-2.7	1.0	2.2	-58.7	3.7	-0.3	4.2	?	2.2
Cc1onc(-c2c(F)cccc2Cl)c1C(=O)NCc1ccc(S(N)(=O)=O)cc1	-3.6	-0.5	-0.1	0.7	13.3	8.7	-0.9	1.7	10.4	0.9
COc1ccc(N2CCN(C3CCCN(C(=O)c4cccc(C)n4)C3)CC2)cc1 (stereo unspecified)	-8.4	-6.4	-3.9	2.6	-13.8	1.6	3.8	-1.5	10.5	-3.6
O=C(Nc1ccc([N+](=O)[O-])cc1)c1cncc(Br)c1	-6.5	7.2	10.1	-0.3	10.7	8.2	2.9	-3.5	-7.0	2.8
Cc1ccccc1-c1nc(CS(=O)CC(=O)NCc2ccccc2)c(C)o1 (stereo unspecified)	-3.0	0.8	1.0	-0.2	-2.1	-1.5	-0.9	1.6	0.1	1.3

A draw from above in order of length of the SMILES, largest number first:
SMILES	dFosB act	Tat transport	cardiac RTF act	CAL PDZ FP-1	MITF act	Wnt act	CDK5 p35 inh	V-ATPase pH	Rtt109 Vps75	CAL PDZ FP-2
COc1cccc(CNC(=O)c2ccc(Cl)c(NC3=NC4CS(=O)(=O)CC4S3)c2)c1 (stereo unspecified)	-11.2	1.5	0.4	-3.0	1.1	-1.1	-1.5	-5.2	1.5	1.7
Cc1onc(-c2c(F)cccc2Cl)c1C(=O)NCc1ccc(S(N)(=O)=O)cc1	-3.6	-0.5	-0.1	0.7	13.3	8.7	-0.9	1.7	10.4	0.9
Cc1ccc(CSc2nnc(CCNC(=O)OC(C)(C)C)o2)cc1	-3.3	4.5	-5.5	0.5	nt	0.5	-7.6	1.2	-6.3	nt

The listing continues.
SMILES	dFosB act	Tat transport	cardiac RTF act	CAL PDZ FP-1	MITF act	Wnt act	CDK5 p35 inh	V-ATPase pH	Rtt109 Vps75	CAL PDZ FP-2
CC(=O)n1cc(C2C(=O)CC(C)(C)CC2=O)c2ccccc21	-1.3	-6.7	-2.9	0.4	-5.1	13.5	1.3	-1.3	1.8	nt
Cc1cc(N)n(-c2ccc(S(N)(=O)=O)cc2[N+](=O)[O-])n1	4.6	-4.0	-1.8	-1.1	4.9	-1.4	1.3	0.7	3.4	76.1*
CC(C(=O)NC1CCCC1)N(C(=O)CS(=O)CC(=O)Nc1ccc(F)cc1)c1ccc2c(c1)OCCO2 (stereo unspecified)	-2.6	-6.1	-5.6	-2.7	1.9	nt	2.3	-4.4	-9.0	-0.6
CC(c1ccccc1)N(C)CC(=O)NC(=O)NCCC1=CCCCC1 (stereo unspecified)	-14.4	7.0	-2.9	-1.2	1.5	-0.1	1.2	-0.7	-3.5	-2.5
N#Cc1c(NC(=O)Cn2cnc3ccccc3c2=O)oc(-c2ccccc2)c1-c1ccccc1	-0.8	-12.7	-4.6	-10.2	-0.7	nt	0.8	3.5	0.7	nt
CCOc1cc(N2CCOCC2)c(OCC)cc1NC(=O)CN1CCN(Cc2ccc3c(c2)OCO3)CC1	-12.9	-1.1	4.9	-2.3	1.0	-1.0	1.1	4.9	9.4	-3.2
COc1ccc(C(=O)Nn2c(SCC(=O)c3ccc(Cl)cc3)nc3ccccc3c2=O)cc1	-0.1	18.6	2.2	-1.7	1.8	-27.0&-5.9	-0.9	-4.7	6.2	3.0
Cc1cc(OCCN2CCN(S(=O)(=O)c3ccccc3F)CC2)ccc1C(C)C	-3.0	-5.2	1.9	-1.6	-4.5	2.5	-0.9	-1.1	-2.8	24.5
COc1cccc(-c2cc(C(=O)O)no2)c1	-3.6	-0.1	-4.8	-2.0	2.4	-0.7	-0.6	-0.1	4.0	-0.9
CC(c1n[nH]c(=S)n1Cc1ccccc1)N(C)C (stereo unspecified)	0.3	-1.5	-5.9	-2.2	-2.5	-0.3	0.2	1.6	7.1	-0.9
CCOC(=O)C1CCCN(C(=O)c2ccc(CNS(=O)(=O)c3ccc(C)cc3)cc2)C1 (stereo unspecified)	-0.6	-11.6	-1.6	-0.2	22.9	-1.4	-1.4	-1.0	-4.9	4.6
Cc1nc2sccn2c(=O)c1S(=O)(=O)NCc1ccccc1Cl	3.8	-2.9	-1.3	-0.3	7.4	-0.8	-0.9	0.8	-18.9	nt
COc1cc(NC(=S)NNC(=O)C(C)(C)O)cc(OC)c1	3.7	8.3	-5.3	-0.5	2.9	0.6	-0.5	-2.8	-1.6	-1.0
COc1ccc(-n2c(SC)nnc2-c2c[nH]c3ccccc23)cc1	-3.9	5.2	3.1	-0.2	-0.1	3.0	0.6	-0.1	24.9	nt
O=C(COC(=O)/C=C/c1ccc(Cl)cc1)Nc1ccccc1-c1ccccc1	-1.5	-4.3	-6.5	-1.2	10.7	nt	-0.3	-3.2	-15.1	0.6
Cc1ccc(S(=O)(=O)N[C@@H](CC(C)C)C(=O)N2CCC(C(=O)N[C@@H](Cc3ccccc3)C(=O)O)CC2)cc1	-4.8	-6.0	-3.6	0.2	12.7	-2.0	-0.2	-2.3	-4.8	-0.7
COc1cc(C2SCC(=O)N2c2nnc(C34CC5CC(CC(C5)C3)C4)s2)cc(OC)c1OC (stereo unspecified)	-1.8	-9.7	1.3	-2.2	1.6	-2.7	0.2	3.1	1.1	-2.0
Cc1ccc(C(=O)Nc2nc3nc(-c4ccccc4)cc(=O)n3[nH]2)cc1	2.5	17.7	-3.2	0.2	-6.3	nt	13.0	1.2	-2.0	3.9
COc1ccc(NC(=O)CC2C(=O)NCCN2C(=O)c2ccccc2)cc1 (stereo unspecified)	2.3	3.8	1.2	-0.6	nt	1.0	0.0	-1.8	-4.8	nt
COc1ccc2c(c1)C(C)CC(C)(C)N2C(=O)NC1CCCCC1 (stereo unspecified)	-0.8	-3.0	-0.5	-2.0	5.6	13.9	-5.1	3.7	nt	-0.8

Structural class: the compounds so far with an NH in an aromatic ring (6)
SMILES	dFosB act	Tat transport	cardiac RTF act	CAL PDZ FP-1	MITF act	Wnt act	CDK5 p35 inh	V-ATPase pH	Rtt109 Vps75	CAL PDZ FP-2
C=CCOc1c(Br)cc(CNn2c(C)n[nH]c2=S)cc1OCC	-2.4	5.9	3.3	nt	-5.8	-0.5	0.8	2.1	7.9	-2.1
CCOC(=O)c1[nH]c(C)c(C(=O)NC2CCN(C(=O)OCC)CC2)c1C	1.8	-8.6	-0.5	-1.7	-3.8	nt	1.9	1.1	-2.0	-1.4
COc1ccc2nc(-n3c(O)c(C4=c5ccccc5=NC4=O)[nH]c3=S)sc2c1	-4.9	-1.1	-28.5	-1.8	-8.4	3.9	2.4	-7.9	nt	2.0
CC(c1n[nH]c(=S)n1Cc1ccccc1)N(C)C (stereo unspecified)	0.3	-1.5	-5.9	-2.2	-2.5	-0.3	0.2	1.6	7.1	-0.9
COc1ccc(-n2c(SC)nnc2-c2c[nH]c3ccccc23)cc1	-3.9	5.2	3.1	-0.2	-0.1	3.0	0.6	-0.1	24.9	nt
Cc1ccc(C(=O)Nc2nc3nc(-c4ccccc4)cc(=O)n3[nH]2)cc1	2.5	17.7	-3.2	0.2	-6.3	nt	13.0	1.2	-2.0	3.9
